zVAD death inh = L929 zVAD cell death inhibition; L929 zVAD necroptosis rescue, ATP luminescence, 24 h; with zVAD 60 µM; viability rescue, % at 10 µM; hit rate 0.38% among 220,000;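 active = activation, scaled between plate controls, above about 75%, limit read from the data; inactive = activation under that limit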;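 also: 0% = zVAD with DMSO and 100% = DMSO alone without zVAD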
Calpain2 inh = blocks pig calpain II enzyme activity | hit rate 0.37% among 220,000 | purified calpain II, fluorogenic peptide substrate, 30 min | inhibition, % at 16 µM;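 active = inhibition above about 50%, limit read from the data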
Rad51 HR inh = Rad51 (human) homologous recombination inhibition | Q06609 | hRad51 DNA strand exchange, fluorescence dequenching | inhibition, % at 10 µM | hit rate 0.085% among 200,000;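 active = inhibition above 40% at the single screening dose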;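 also: 0% = DMSO control wells and 100% = blanks with heterologous ssDNA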
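Test system: preformed human Rad51 ssDNA filaments; also added: Donor/quencher-labelled 47-bp dsDNA substrate; doses: 10 µM final, single point; times: 37 °C 15-min filament assembly, 30-min compound preincubation, 15-min exchange; detection: FRET fluorescence dequenching, excitation 485 nm, emission 520 nm; read-out basis: Fluorescence-based percent inhibition, control- and blank-normalised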
KCC2 mod = KCC2 (human) Cl- transport modulation. Q9H2X9. KCC2 cells, thallium flux FluoZin-2 fluorescence. B-score of Tl+ flux slope (higher = more flux/activation; lower = inhibition) at 10 µM. hit rate 2.2% among 190,000;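 active = thallium flux slope and its plate-corrected score both differing from the plate sample mean at a set confidence after two filtering rounds, in either direction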;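 also: slope of fluorescence scaled to starting intensity during 10 to 20 s after thallium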
Target sequence (Q9H2X9 whole entry, looked up): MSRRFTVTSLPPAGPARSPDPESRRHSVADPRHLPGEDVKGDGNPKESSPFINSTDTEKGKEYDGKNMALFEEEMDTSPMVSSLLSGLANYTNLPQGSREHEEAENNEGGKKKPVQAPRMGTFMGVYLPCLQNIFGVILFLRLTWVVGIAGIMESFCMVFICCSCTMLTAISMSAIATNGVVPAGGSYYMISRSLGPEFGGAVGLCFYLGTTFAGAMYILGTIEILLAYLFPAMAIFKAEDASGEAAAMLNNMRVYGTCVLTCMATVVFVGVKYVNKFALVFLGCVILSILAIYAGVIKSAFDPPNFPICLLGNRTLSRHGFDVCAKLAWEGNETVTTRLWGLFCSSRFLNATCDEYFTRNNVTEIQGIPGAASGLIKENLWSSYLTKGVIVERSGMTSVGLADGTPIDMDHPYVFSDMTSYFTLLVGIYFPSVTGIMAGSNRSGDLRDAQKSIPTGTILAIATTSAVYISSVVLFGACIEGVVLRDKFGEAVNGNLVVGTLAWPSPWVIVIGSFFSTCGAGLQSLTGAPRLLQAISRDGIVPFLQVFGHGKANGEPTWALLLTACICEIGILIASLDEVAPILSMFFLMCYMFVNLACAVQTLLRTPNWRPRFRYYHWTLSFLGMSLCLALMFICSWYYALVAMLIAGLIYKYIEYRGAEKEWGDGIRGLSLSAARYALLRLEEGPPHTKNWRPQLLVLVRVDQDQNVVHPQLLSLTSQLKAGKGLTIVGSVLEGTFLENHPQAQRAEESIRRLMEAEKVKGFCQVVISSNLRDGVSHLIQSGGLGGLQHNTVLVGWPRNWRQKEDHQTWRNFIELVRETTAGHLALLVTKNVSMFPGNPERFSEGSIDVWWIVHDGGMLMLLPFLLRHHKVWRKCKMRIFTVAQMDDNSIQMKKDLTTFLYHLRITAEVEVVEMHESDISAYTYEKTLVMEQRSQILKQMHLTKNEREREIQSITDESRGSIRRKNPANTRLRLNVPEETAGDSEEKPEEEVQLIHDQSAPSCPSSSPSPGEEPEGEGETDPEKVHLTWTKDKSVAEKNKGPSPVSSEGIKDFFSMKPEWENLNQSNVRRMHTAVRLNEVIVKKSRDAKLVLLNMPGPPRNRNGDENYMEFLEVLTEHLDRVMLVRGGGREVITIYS
MDM2 E3 inh = inhibitors of human Mdm2 E3 ubiquitin ligase. cell-based MDM2 ubiquitination luciferase reporter, 2 h; 0 = plate control, 100 = twice control, blank-subtracted. signal enhancement, % at 5 µM. hit rate 0.11% among 210,000. AID 1230;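 active = signal enhancement of 30% or more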;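 also: luminescence tracks abundance of the self-degrading MDM2-luciferase fusion protein; higher signal means inhibition of MDM2 E3 ligase activity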
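system = mammalian cells stably expressing self-ubiquitinating, self-degrading MDM2 E3–luciferase fusion | quantity = 2000 cells per well seeded | incubation = 4 h cell settling then 2 h compound exposure, 37 °C | signal = SteadyLite luminescence, 15 min reagent step | benchmarks = plate control and blank wells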
PERK inh = blocks human PERK kinase; CHO PERK-DD fusion, SEAP luminescence translation reporter; inhibition, % at 5.6 µM; hit rate 0.17% among 220,000; AID 1416;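 active = inhibition above the mean inhibition of all tested compounds plus 3 SD, set separately per screening campaign, cut at about 2.9% in these data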;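 also: PERK kinase domain activated by AP20187 dimerizer at 100 nM; 0% = DMSO with dimerizer and 100% = rapamycin at 8.4 µM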
TNF death inh = inhibitors of TNF-alpha induced necroptosis in Jurkat FADD-/- cells | Jurkat FADD-/- TNF necroptosis rescue, ATP luminescence, 24 h; 0 = TNF only, 100 = no-TNF cells | activation (protection from cell death), % at 10 µM | hit rate 0.068% among 220,000 | AID 463075;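 active = activation, meaning protection from cell death, of at least 50% relative to plate controls; inactive = activation below 50%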;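 also: necroptosis triggered by 40 ng/mL TNF-alpha added together with compound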
eIF4E-4G inh = eIF4E/eIF4G interaction inhibition in translation initiation; TR-FRET eIF4E-eIF4GI(517-606) binding, 2 h; inhibition, % at 21.7 µM; hit rate 0.37% among 220,000; AID 782;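 active = inhibition above about 30%, limit read from the data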;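 also: 0% = full FRET control wells and 100% = background wells lacking eIF4GI fragment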
EBV gp42 block = blocks Epstein-Barr virus glycoprotein 42 binding. Q1HVG2. Fluorescence polarization binding assay, mP read-out. inhibition, % (tested at 21.74 µM). hit rate 0.42% among 220,000. AID 1085; in the data active = inhibition above about 50%
* = called active by the depositor; i = inactive; nt = not tested or not shown; [ ] = another dose, or the depositor's remark.

SMILES	zVAD death inh	Calpain2 inh	Rad51 HR inh	KCC2 mod	MDM2 E3 inh	PERK inh	TNF death inh	eIF4E-4G inh	EBV gp42 block
CC1CCCC(C)N1c1nnc(NC(=O)c2cc(-c3ccc(Br)cc3)on2)s1 (centres undefined)	1.9	-93	nt	12*	-9	0.3	1.3	0	-16
CCn1cc(Cl)c(C(=O)Nc2ccccc2C(N)=O)n1	0.2	11	nt	-0.65	-19	0.6	-0.1	6	-5
CC1(C)CC2(CCO1)C(Nc1ccccc1)=NC(=S)N2CC(N)=O (centres undefined)	-0.2	16	12	1.4	-4	0.3	2.2	7	-10
N/C(=N\OC(=O)c1ccc(Cl)cc1)c1[nH]ncc1Br	0.1	-11	nt	0.8	-52	1.1	3.6	1	-17
CCN(C(=O)CCS(=O)(=O)c1ccc(Br)cc1)c1ccc2c(c1)OCO2	-1.4	6	-5	-0.96	-15	-1.6	-0.6	8	8
CC(C)C1Cc2c(sc3c2c(=O)n(-c2ccccc2)c2n[nH]c(=S)n32)CO1 (centres undefined)	0.8	10	20	-0.11	-9	1.0	0.3	10	-11
Cn1nc(C(F)(F)F)cc1-c1ccc(/C=C(\C#N)C(=O)c2cccc(C(F)(F)F)c2)s1	0.9	-14	-245	i	-13	0.0	-4.1	1	-53
O=C(CSc1n[nH]c(=O)[nH]c1=O)NC1CC1	-0.4	-6	-6	-1.4	-17	-0.6	0.2	2	-4
CCOc1cccc(CNc2ccc(O)cc2)c1OCc1ccccc1Cl	0.4	7	11	-0.0086	5	0.3	-17	1	-4
COc1ccc2cc(C(c3nnnn3C3CCCC3)N3CCCCCC3)c3nnnn3c2c1 (centres undefined)	0.1	5	4	-0.32	-7	0.4	2.7	5	-19
CCOCC(=O)Nc1nnc(COCC)s1	-0.7	0	nt	0.012	-3	1.2	-0.6	2	-15
CS(=O)(=O)N(CC(=O)Nc1ccccc1C(=O)N1CCOCC1)c1ccccc1	-1.0	-9	-4	0.073	-2	-0.1	-0.5	-4	-8
CCOC(=O)NC1(C(F)(F)F)NC(=O)N(C2CCCCC2)C1=O (centres undefined)	0.7	-9	3	nt	-2	1.5	-0.4	-11	-17
CCn1c(SCC(=O)N2CCCC2)nc2c1c(=O)n(C)c(=O)n2C	-0.7	13	-6	nt	-10	-0.6	-1.0	3	-9
COC(=O)C(C(=O)OC)C(C[N+](=O)[O-])c1ccc(OC)cc1 (centres undefined)	-0.4	0	1	0.74	-19	1.2	-2.1	-2[fluorescence artefact?]	-19
CCc1ccc(NC(=O)c2ccc(Cn3cc([N+](=O)[O-])cn3)cc2)cc1	2.5	5	-3	-0.79	5	-0.1	3.3	-2	-21
CCn1cc([N+](=O)[O-])c(C(=O)N2N=C(c3ccc(OC)cc3OC)CC2c2ccccc2O)n1 (centres undefined)	-0.3	-34	-9	-0.42	3	-0.8	-8.9	1	-11
COC(=O)C1CCN(S(=O)(=O)Cc2ccccc2)CC1	-0.2	1	-7	-1.4	-10	-0.6	-0.5	2	-11
CC(CO)(CO)NC(=O)c1ccc(=O)[nH]n1	0.4	2	8	-0.42	-17	1.5	-1.3	0	-8
COc1ccc(OC)c(Cc2nnc(CCC(=O)NC3CCCCCCC3)o2)c1	-0.3	4	-2	0.25	-12	-0.3	0.7	0	-6
O=C(Nc1cccc(Cl)c1)c1csc(-c2ccccc2)n1	0.2	27	nt	nt	6	2.1	-2.1	5	-2
Cc1cccc2cc(C(c3nnnn3CC3CCCO3)N3CCCC4(CCCCC4)C3)c(=O)[nH]c12 (centres undefined)	0.6	-4	0	0.046	-2	-0.9	-1.9	4	-23
CCOc1ccccc1NC(=O)CSc1nnc(Cn2c(=O)sc3ccccc32)n1C	2.1	-10	-4	-0.79	-9	0.2	0.9	-2	-14
COc1ccc(NC2=NCCC2)cc1	-0.4	-13	1	0.81	-1	0.8	-2.0	-7	-29
CCC(=O)c1ccc(N2CCCC2)c(F)c1	-0.7	-5	7	-1	nt	-0.1	-2.5	-1[fluorescence artefact?]	-8
Cc1ccc(NC(=O)C2C3CC4OC(=O)C2C4C3)cc1Cl (centres undefined)	-0.1	0	0	-0.0062	-10	0.0	3.2	-9	-21
Cc1ccc(CN2CCC(CO)(CC3CCCCO3)CC2)o1 (centres undefined)	-1.3	-3	3	0.0068	12	0.8	1.6	-3	-1
O=C(NC1CCN(C(=S)NCc2ccco2)CC1)C12CC3CC(CC(C3)C1)C2	-0.2	19	2	2	-4	-1.5	-3.0	2	0
Cc1ccc(-c2cc(C)nc3ncnn23)cc1	-0.9	-54	-3	nt	-6	0.6	-2.2	2[fluorescence artefact?]	-1
Cc1ccc(C(=O)/C=C/N(C)C)o1	1.3	23	-5	-1	-14	-1.9	0.4	0	-8
Cc1cccc(CC2CC(=O)N(c3nc4ccccc4s3)C2=O)c1 (centres undefined)	0.4	-18	3	-0.73	-7	0.8	1.2	-1	-21
Cc1cccc(-c2noc(CN(C(=O)CCc3ccccc3)C(C)C)n2)c1	-0.4	7	4	-0.91	-20	0.1	-0.4	2	-1
CC(=O)NCC1CCCN(c2nc3nonc3nc2N(C)Cc2ccccc2)C1 (centres undefined)	0.0	-11	2	-7*	3	0.4	-0.7	4	-21
CCN(CC(=O)NC(C)(C)C)C(=O)COc1c(Cl)cc(Cl)c2ccc(C)nc12	-0.5	-30	18	88*	-1	-1.4	-1.1	3	-5
COc1ccc(S(=O)(=O)NCCc2nnc3ccc(SCC(=O)Nc4nc(C)cs4)nn23)cc1	1.3	-5	-2	0.096	1	-1.0	5.5	-3	1
CC1(C)Oc2ccc(C(=O)N3CCOCC3)cc2N(CC(=O)N2CCOCC2)C1=O	0.3	-18	3	0.24	-4	1.4	-0.5	-11	-5
CCOC(=O)c1c(NC(=O)c2cccs2)sc(C(=O)N(C)C)c1C	0.3	12	6	nt	1	-2.6	-1.3	-1	-9
COc1ccc(NC(=O)CNS(=O)(=O)c2ccccc2)cc1Cl	-0.1	-4	-4	1.6	-15	0.0	2.4	nt	-18
COc1ccccc1/C=N/OC(=O)c1ccc(F)cc1	1.0	6	nt	0.035	-17	0.6	0.6	2	0
O=C1C2C3C=CC(C3)C2C(=O)N1c1n[nH]c(CCc2ccccc2)n1 (centres undefined)	0.0	-17	13	-0.53	-11	1.4	-0.8	-2	-19

Record cards, as listed above. Order of screens: zVAD death inh | Calpain2 inh | Rad51 HR inh | KCC2 mod | MDM2 E3 inh | PERK inh | TNF death inh | eIF4E-4G inh | EBV gp42 block
`CCN(CC(=O)NC(C)(C)C)C(=O)COc1c(Cl)cc(Cl)c2ccc(C)nc12` across the screens: -0.5 | -30 | 18 | 88* | -1 | -1.4 | -1.1 | 3 | -5
`CC1(C)Oc2ccc(C(=O)N3CCOCC3)cc2N(CC(=O)N2CCOCC2)C1=O` across the screens: 0.3 | -18 | 3 | 0.24 | -4 | 1.4 | -0.5 | -11 | -5

Further compounds:
SMILES	zVAD death inh	Calpain2 inh	Rad51 HR inh	KCC2 mod	MDM2 E3 inh	PERK inh	TNF death inh	eIF4E-4G inh	EBV gp42 block
CN(CCC#N)C(=O)CSc1nc2scc(-c3ccccc3)c2c(=O)[nH]1	-0.2	-17	nt	-1.6	-3	0.6	3.0	4	-13
CCC(C)NC(=O)c1cc(-c2ccccc2O)on1 (centres undefined)	0.4	-4	-5	-0.084	-13	1.1	-0.1	0	-11
O=C(CCC(=O)c1cccs1)OCc1nnc(-c2ccccc2)o1	-0.2	-26	4	nt	-10	1.2	0.2	-3	-5
O=C(c1ccccc1)N1CCN(S(=O)(=O)c2cccc(NS(=O)(=O)c3ccccc3)c2)CC1	0.7	1	nt	-0.94	-22	0.5	1.1	0	10
c1ccc(-c2csc(Nc3nc(N4CCOCC4)nc(N4CCOCC4)n3)n2)cc1	72	-48	-2	nt	-14	-0.3	-0.5	-8[fluorescence artefact?]	-2
CCC1=Nc2cc(C(=O)NCc3ccco3)ccc2Sc2ccc(C)cc21	-0.9	-15	5	-0.4	11	-0.4	-6.9	9	2
Cc1ccc2oc(=O)c3cnn(CC(=O)N4CCN(c5ccccn5)CC4)c3c2c1	-0.8	-52	13	-1.1	-10	1.4	-6.8	-1	1
CCc1nc(Cl)c(C#N)c2c1CSC(C)(C)C2	0.3	-1	nt	-1.2	nt	-0.2	0.4	8	-13
CCCCNC(=O)NNC(=O)c1ccco1	0.1	21	-5	0.062	-5	-0.5	1.0	4	5
Cc1cc(=O)oc2cc(Oc3ccc([N+](=O)[O-])cc3C(F)(F)F)ccc12	0.0	nt	-1	0.13	nt	-0.9	-2.2	nt	nt

Not a retest: entries from further up.
SMILES	zVAD death inh	Calpain2 inh	Rad51 HR inh	KCC2 mod	MDM2 E3 inh	PERK inh	TNF death inh	eIF4E-4G inh	EBV gp42 block
CC1CCCC(C)N1c1nnc(NC(=O)c2cc(-c3ccc(Br)cc3)on2)s1 (centres undefined)	1.9	-93	nt	12*	-9	0.3	1.3	0	-16
CCn1cc(Cl)c(C(=O)Nc2ccccc2C(N)=O)n1	0.2	11	nt	-0.65	-19	0.6	-0.1	6	-5

Following part:
SMILES	zVAD death inh	Calpain2 inh	Rad51 HR inh	KCC2 mod	MDM2 E3 inh	PERK inh	TNF death inh	eIF4E-4G inh	EBV gp42 block
Cc1ccc(NC(=O)c2ccc(CSc3nnc(-c4ccncc4)n3C)cc2)cc1	0.2	-32	-2	0.41	-19	-0.8	-2.0	0	3
CCOC(=O)C1=C(NC(=O)c2ccc(Br)o2)Nc2ccccc2N=C1	-0.1	28	-2	-0.19	-15	0.2	1.2	-4	1
O=C(CSc1nc2ccccc2c(=O)n1CCC(=O)N1CCN(c2ccccc2)CC1)NCC1CCCO1 (centres undefined)	-0.8	10	6	-0.48	-4	0.1	0.9	5	-15
O=C(CSc1ncccn1)NCc1ccc(Cl)cc1	0.0	13	-13	0.41	-84	0.1	0.5	1	3
CCOCCc1nnc(NC(=O)c2cc(OC)c(OC)c(OC)c2)s1	0.1	2	2	0.065	-12	-0.5	-1.8	0	-16
NC(=O)c1coc(-c2ccccc2)n1	-0.1	26	0	-0.39	-23	-0.5	0.4	4	2
COc1ccc(CCNC(=O)CN2CCC(C(N)=O)CC2)cc1	0.1	-1	-3	nt	0	1.3	-2.1	0	-12
O=C(NC(=S)N1CCN(c2ccccn2)CC1)c1ccco1	0.0	-10	4	nt	-8	0.5	-0.8	-2	-11
COc1ccc(N2CC(=O)N(c3ccccc3)C2=S)cc1	-0.3	-9	0	0.79	-7	0.0	1.6	1	-5
CCOC(=O)N1CCN(C(=O)CSc2ccc(-c3ccc(OC)cc3)nn2)CC1	2.2	-19	22	-0.57	11	1.5	0.1	0	-7
Nc1c([N+](=O)[O-])c(=O)oc2ccccc12	0.2	-3	2	0.78	-2	0.8	2.1	-2	0
C/C(=N\O)C(C)(C)Nc1ccc(F)cc1	7.7	6	12	0.24	1	1.2	13	-7	-17
COc1ccc(NC(=O)NCCCN2CCC(Cc3ccccc3)CC2)cc1	1.4	4	13	0.035	-8	-1.0	2.4	-10	-8
Cc1nn(-c2ccccc2)c(Cl)c1C(=O)Nc1c(C)n(C)n(-c2ccccc2)c1=O	-0.1	2	-3	0.53	-4	0.0	0.2	1	-10
CCOc1ccc(/C=C/C(O)=C2/C(=O)NC3(C)CC2c2ccccc2O3)cc1OC (centres undefined)	0.9	-37	15	1	-25	0.8	-1.6	5	-8
COCCNC(=O)c1ccccc1NC(=O)c1ccccc1SC	2.4	1	-1	0.56	-7	0.3	0.3	2	-12

Assay outcomes deposited in PubChem BioAssay by several laboratories.
